Source: PubChem
MgcRacGAP inhibition = MgcRacGAP GTPase-activating activity inhibitors, confirmation, biochemical, ADP Hunter fluorescence. AID 624330, 2012. actives 0.6% (n = 340,000). inhibition, % at 30 µM; hits with a dose series show IC50 in µM. Rac GTPase-activating protein 1 (Homo sapiens). MgcRacGAP-stimulated Rac1 GTP hydrolysis, ADP Hunter fluorescence; higher % means a stronger effect; GST-tagged Rac1 F28L mutant substrate;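 active means first-screen hits whose inhibition reached a set limit at any dose in the follow-up dose series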;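 further: fluorescence reports GDP produced by GAP-driven GTP hydrolysis; strong numbers were not always called active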
UTI89 phage lysis = inhibition of K1F phage lysis, E. coli UTI89, bacterial capsule biogenesis inhibitors, alamar blue (AID 488966) | inhibition, % at 100 µM; hits with a dose series show IC50 in µM | actives 0.02% (n = 340,000) | E. coli UTI89 K1F phage lysis, alamar blue, 2 h; higher % means a stronger effect;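 active means phage lysis inhibition, versus mean bacterial control, above a set limit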;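 further: capsule biogenesis inhibitors block K1F phage lysis so surviving cells raise fluorescence; higher fluorescence means more inhibition of phage lysis; actives were called in the ten point dose series up to 300 µM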
Dengue-2 NS5 capping = Dengue-2 NS5 methyltransferase inhibitors, primary screen, biochemical, confirmation dose response (AID 588689); Dengue-2 NS5 methyltransferase capping enzyme assay, biochemical; higher % means a stronger effect; inhibition, % at 25 µM; hits with a dose series show IC50 in µM; actives 0.3% (n = 340,000); in the data active means a potency from the dose series
Dengue-2 NS5 capping pilot replicate = further read-out of Dengue-2 NS5 capping, marked with its call; inhibition, %; measured here: pilot screen replicate inhibition
Starred values were filed as active, the others as inactive; [ ] = remark or other dose.

A first look (2 entries):
What do the screens show for `CC1(CCc2ccccc2)NC(=O)NC1=O` (stereo unspecified)?
MgcRacGAP inhibition: -8%; UTI89 phage lysis: 2.5%; Dengue-2 NS5 capping: 2%

Results for CCCCN1CC(CO)Oc2cccc(F)c2S1(=O)=O (stereo unspecified) ?
MgcRacGAP inhibition: 7%; UTI89 phage lysis: 0.3%; Dengue-2 NS5 capping: 0%

All compounds of this part, from the start:
What do the screens show for `CC1(CCc2ccccc2)NC(=O)NC1=O` (stereo unspecified)?
MgcRacGAP inhibition: -8%; UTI89 phage lysis: 2.5%; Dengue-2 NS5 capping: 2%

Results for CCCCN1CC(CO)Oc2cccc(F)c2S1(=O)=O (stereo unspecified) ?
MgcRacGAP inhibition: 7%; UTI89 phage lysis: 0.3%; Dengue-2 NS5 capping: 0%

Results for O=P(Nc1ccccc1)(Nc1ccccc1)c1ccccc1 ?
MgcRacGAP inhibition: 7%; UTI89 phage lysis: -1.4%; Dengue-2 NS5 capping: -5%

What do the screens show for `COc1cc(OCc2ccc(C)cc2)ccc1CNC[C@H]1O[C@@H](n2cnc(C(N)=O)n2)[C@H](O)[C@@H]1O`?
MgcRacGAP inhibition: -3%; UTI89 phage lysis: 0.4%; Dengue-2 NS5 capping: 2%; Dengue-2 NS5 capping pilot replicate: 1.2

How did CN1N=C(N)c2cn(C3OC(COP(=O)(O)O)C(O)C3O)c3ncnc1c23 (stereo unspecified) do in these assays?
MgcRacGAP inhibition: 11%; UTI89 phage lysis: 1.4%; Dengue-2 NS5 capping: -3%

Results for CC(C)c1ccc(Oc2cccc3c2S(=O)(=O)N(C2CCCC2)CC(COCc2ccccc2)O3)cc1 (stereo unspecified) ?
MgcRacGAP inhibition: 7%; UTI89 phage lysis: -0.2%; Dengue-2 NS5 capping: -1%; Dengue-2 NS5 capping pilot replicate: 2.1

What do the screens show for `S=C(NCCN1CCOCC1)C(=S)NCCN1CCOCC1`?
MgcRacGAP inhibition: 4%; UTI89 phage lysis: 2.7%; Dengue-2 NS5 capping: 8%

Results for COc1ccc(C(=O)c2ccc([N+](=O)[O-])cc2)c(OC)c1OC ?
MgcRacGAP inhibition: 0%; UTI89 phage lysis: 5.4%; Dengue-2 NS5 capping: -6%

What do the screens show for `O=C1NC(=S)SC1=Cc1ccccc1Br`?
MgcRacGAP inhibition: 28%; UTI89 phage lysis: -4.9%; Dengue-2 NS5 capping: 22%

How did Nc1nc(NC2CCCC2)cc(=O)[nH]1 do in these assays?
MgcRacGAP inhibition: -1%; UTI89 phage lysis: 1.6%; Dengue-2 NS5 capping: 11%

What do the screens show for `CC(C)C[C@@H](CNCC(=O)[C@H](C)NC(=O)c1[nH]cnc1C(=O)N[C@@H](C)CN)NC(=O)c1nc[nH]c1C(=O)N[C@@H](Cc1ccccc1)C(=O)O`?
MgcRacGAP inhibition: 4%; UTI89 phage lysis: 0.1%; Dengue-2 NS5 capping: 1%

What do the screens show for `CC(C)C[C@@H](CNCC(=O)[C@H](CC(C)C)NC(=O)c1[nH]cnc1C(=O)N[C@@H](C)CN)NC(=O)c1nc[nH]c1C(=O)N[C@@H](Cc1ccccc1)C(=O)O`?
MgcRacGAP inhibition: 4%; UTI89 phage lysis: -0.2%; Dengue-2 NS5 capping: -3%; Dengue-2 NS5 capping pilot replicate: 1.8

How did O=C(c1ccccc1)C(Nc1cccc([N+](=O)[O-])c1)c1ccccc1 (stereo unspecified) do in these assays?
MgcRacGAP inhibition: -3%; UTI89 phage lysis: -1.6%; Dengue-2 NS5 capping: 4%

Results for COc1ccc2c(c1)[C@H]1[C@H](CO2)[C@H](c2ccccc2)[C@]2(C)C(=O)Nc3ccc(Cl)cc3C(=O)N12 ?
MgcRacGAP inhibition: 8%; UTI89 phage lysis: 2.9%; Dengue-2 NS5 capping: -5%

Results for CN(C)c1ncnc2c1ccn2C1OC(CO)C(O)C1O (stereo unspecified) ?
MgcRacGAP inhibition: -10%; UTI89 phage lysis: 1.8%; Dengue-2 NS5 capping: -6%

Looked up by compound from the list above, two records:
How did O=C(c1ccccc1)C(Nc1cccc([N+](=O)[O-])c1)c1ccccc1 (stereo unspecified) do in these assays?
MgcRacGAP inhibition: -3%; UTI89 phage lysis: -1.6%; Dengue-2 NS5 capping: 4%

Results for CN(C)c1ncnc2c1ccn2C1OC(CO)C(O)C1O (stereo unspecified) ?
MgcRacGAP inhibition: -10%; UTI89 phage lysis: 1.8%; Dengue-2 NS5 capping: -6%

Carrying on.
How did CC[C@H](C)[C@H]1CNC(=S)N1CC1CCN(CCCCc2ccccc2)CC1 do in these assays?
MgcRacGAP inhibition: 9%; UTI89 phage lysis: -0.1%; Dengue-2 NS5 capping: -1%; Dengue-2 NS5 capping pilot replicate: 2.1

What do the screens show for `O=C(O)c1cccc2c1-c1ccc(Cl)cc1C2`?
MgcRacGAP inhibition: 2%; UTI89 phage lysis: -1.7%; Dengue-2 NS5 capping: 10%

What do the screens show for `COc1ccc(-c2c(-c3ccc4c(c3)OCO4)c3ccccc3n2C)cc1`?
MgcRacGAP inhibition: 12%; UTI89 phage lysis: 0.2%; Dengue-2 NS5 capping: 2%; Dengue-2 NS5 capping pilot replicate: 1.8

What do the screens show for `O=S1(=O)c2c(F)cccc2O[C@@H](COCc2ccccc2)CN1CCc1ccc(F)cc1`?
MgcRacGAP inhibition: 12%; UTI89 phage lysis: 0.1%; Dengue-2 NS5 capping: -1%; Dengue-2 NS5 capping pilot replicate: -4.9

What do the screens show for `COC(=O)c1ccc(Cn2cnc3c(Cl)ncnc32)cc1`?
MgcRacGAP inhibition: 1%; UTI89 phage lysis: -2.6%; Dengue-2 NS5 capping: -5%

Results for O=C1CSC(=S)N1N=Cc1ccc(Cl)cc1Cl ?
MgcRacGAP inhibition: 2%; UTI89 phage lysis: -1.3%; Dengue-2 NS5 capping: -2%

Results for O=C1OC=NC1=Cc1ccccc1 ?
MgcRacGAP inhibition: -2%; UTI89 phage lysis: -1.5%; Dengue-2 NS5 capping: -21%

What do the screens show for `CCCC1SCC(C)(C)NC1=O` (stereo unspecified)?
MgcRacGAP inhibition: -1%; UTI89 phage lysis: 2.4%; Dengue-2 NS5 capping: -2%

How did Cc1nn(-c2ccccc2)c(Cl)c1/C=C(/CC(=O)O)c1nc2ccccc2s1 do in these assays?
MgcRacGAP inhibition: -1%; UTI89 phage lysis: -4.6%; Dengue-2 NS5 capping: -2%

What do the screens show for `COc1ccc(NC(C)=O)c([N+](=O)[O-])c1[N+](=O)[O-]`?
MgcRacGAP inhibition: -8%; UTI89 phage lysis: -4.9%; Dengue-2 NS5 capping: 5%

What do the screens show for `COCCN(C(=O)c1ccc(C)c(S(=O)(=O)N2CCOCC2)c1)c1c(N)n(CC(C)C)c(=O)[nH]c1=O`?
MgcRacGAP inhibition: 4%; UTI89 phage lysis: 0.5%[50 µM]; Dengue-2 NS5 capping: 1%

What do the screens show for `CCCCN(Cc1ccccc1)S(=O)(=O)c1cc2c(cc1Br)CC(C)N2C(C)=O` (stereo unspecified)?
MgcRacGAP inhibition: 3%; UTI89 phage lysis: 1.1%; Dengue-2 NS5 capping: 0%

How did COc1cccc(CN(C)C(=O)Cn2cc(C)c(=O)[nH]c2=O)c1 do in these assays?
MgcRacGAP inhibition: 1%; UTI89 phage lysis: -0.2%; Dengue-2 NS5 capping: -2%

How did CCN(C(=O)COC(=O)CCOc1cc(C)ccc1C)c1c(N)n(Cc2ccccc2)c(=O)[nH]c1=O do in these assays?
MgcRacGAP inhibition: 6%; UTI89 phage lysis: 0.8%[50 µM]; Dengue-2 NS5 capping: -10%

Results for CC(C)C[C@H]1CNC(=S)N1CC1CCCN1C[C@H](CC(C)C)N1C[C@H](CC(C)C)N(CCc2ccccc2)C1=S (stereo partly specified) ?
MgcRacGAP inhibition: -2%; UTI89 phage lysis: -0.1%; Dengue-2 NS5 capping: 3%; Dengue-2 NS5 capping pilot replicate: 4.6

Results for Cc1cc(Cl)cc2sc(=S)[nH]c12 ?
MgcRacGAP inhibition: 85µM*; UTI89 phage lysis: -3.3%; Dengue-2 NS5 capping: -2%

What do the screens show for `S=C(Nc1cccc2ccccc12)NN1CCCCCC1`?
MgcRacGAP inhibition: 3%; UTI89 phage lysis: -0.7%; Dengue-2 NS5 capping: -7%

How did COCCN(C(=O)COC(=O)CCOc1cc(C)ccc1C)c1c(N)n(Cc2ccccc2)c(=O)[nH]c1=O do in these assays?
MgcRacGAP inhibition: 5%; UTI89 phage lysis: 0.7%[50 µM]; Dengue-2 NS5 capping: 4%

How did CCOC(=O)C1C(=O)C(=O)N(C2CCCCC2)C1C(=O)OCC (stereo unspecified) do in these assays?
MgcRacGAP inhibition: -2%; UTI89 phage lysis: 0.8%; Dengue-2 NS5 capping: -8%

Results for C(=Cc1cccnc1)c1ccncc1 ?
MgcRacGAP inhibition: -1%; UTI89 phage lysis: -2.9%; Dengue-2 NS5 capping: -1%

Results for O=C(Cc1cccc(NC(=O)C2CCN(C(=O)CCc3ccccc3)CC2)c1)Nc1cccc(C(=O)N2CCOCC2)c1 ?
MgcRacGAP inhibition: -1%; UTI89 phage lysis: -0.1%; Dengue-2 NS5 capping: -5%; Dengue-2 NS5 capping pilot replicate: 3.7

Results for CCOc1ccc(OCCC(=O)OCC(=O)N2CCN(S(=O)(=O)c3ccc(C)cc3C)CC2)cc1 ?
MgcRacGAP inhibition: 4%; UTI89 phage lysis: -0.3%[50 µM]; Dengue-2 NS5 capping: 2%

What do the screens show for `Cc1cc(O)c(C(C)C)cc1NC(=O)Nc1cc(Cl)ccc1Cl`?
MgcRacGAP inhibition: -5%; UTI89 phage lysis: 2.5%; Dengue-2 NS5 capping: 0%

What do the screens show for `CC(C)[C@H](NC(=O)c1ccc(Cl)cc1Cl)C(=O)OCc1nc2ccsc2c(=O)[nH]1`?
MgcRacGAP inhibition: 7%; UTI89 phage lysis: 0.7%[50 µM]; Dengue-2 NS5 capping: 4%

How did OC1C2CCC(C2)C1CN1CCOCC1 (stereo unspecified) do in these assays?
MgcRacGAP inhibition: 4%; UTI89 phage lysis: 3.0%; Dengue-2 NS5 capping: -2%

Some of the compounds tested. The share of hits here may be higher or lower than overall.
